# ZTA DNA inh: counter-screen for EBNA-1 inhibitors: inhibitors of Epstein-Barr virus ZTA | inhibition, % at 11 µM | ZTA-DNA binding, fluorescence polarization | 0.15% of 320,000 active | P03206; in the data active = inhibition above about 33%
# Target sequence (P03206 whole entry, looked up): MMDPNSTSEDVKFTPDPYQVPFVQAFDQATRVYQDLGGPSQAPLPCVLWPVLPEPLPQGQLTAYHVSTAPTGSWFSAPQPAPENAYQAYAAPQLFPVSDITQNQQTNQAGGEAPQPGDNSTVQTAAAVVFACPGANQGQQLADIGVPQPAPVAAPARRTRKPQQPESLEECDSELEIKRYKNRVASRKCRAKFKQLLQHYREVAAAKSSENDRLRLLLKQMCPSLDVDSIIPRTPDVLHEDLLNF
# PAD4 inh: PAD4 (human) enzyme inhibition; Q9UM07; 0.41% of 330,000 active; inhibition, % at 6.36 µM; recombinant PAD4, RCA probe fluorescence polarization;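 active = percent inhibition above a cutoff equal to the mean of all tested compounds plus 3 SD, cut at about 15% in these data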;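 note: 0% = PAD4 with RCA probe and DMSO and 100% = probe without PAD4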
# PREPL inh: inhibitors of human prolyl oligopeptidase-like enzyme PREPL; Q4J6C6; recombinant PREPL, fluorescence polarization activity-based probe; inhibition, % at 5.96 µM; 0.68% of 320,000 active; in the data active = inhibition above about 43%;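 note: 0% = enzyme with DMSO and 100% = wells lacking enzyme; many of its hits are not listed in these tables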
# PAFAH1B3 FP inh: inhibitors of human PAFAH1B3; recombinant PAFAH1B3, FP-rhodamine probe, fluorescence polarization; inhibition, % at 3.39 µM; Q15102; 0.28% of 340,000 active; AID 492972;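 active = inhibition above the screen-wide average of all tested compounds plus 3 SD, cut at about 25% in these data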;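 note: 0% = enzyme with DMSO only and 100% = wells lacking PAFAH1B3 protein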
# Target sequence (Q15102 whole entry, looked up): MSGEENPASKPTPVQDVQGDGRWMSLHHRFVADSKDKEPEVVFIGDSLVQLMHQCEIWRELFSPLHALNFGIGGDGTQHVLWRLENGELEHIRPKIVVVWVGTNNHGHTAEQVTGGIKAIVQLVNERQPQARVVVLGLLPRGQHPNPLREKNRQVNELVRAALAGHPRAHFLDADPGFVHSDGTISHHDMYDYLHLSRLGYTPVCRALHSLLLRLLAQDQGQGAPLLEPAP
# LYPLA2 counter: blocks human lysophospholipase 2, a PME1 counter-screen; O95372; recombinant LYPLA2, FP-Rh probe fluorescence polarization; inhibition, % at 5.9 µM; 0.38% of 320,000 active; AID 2177;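 active = inhibition above the screen-wide mean plus 3 SD, limit set per campaign, cut at about 26% in these data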;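 note: 0% = LYPLA2 with DMSO and 100% = wells lacking LYPLA2 enzyme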
# Target sequence (O95372 whole entry, looked up): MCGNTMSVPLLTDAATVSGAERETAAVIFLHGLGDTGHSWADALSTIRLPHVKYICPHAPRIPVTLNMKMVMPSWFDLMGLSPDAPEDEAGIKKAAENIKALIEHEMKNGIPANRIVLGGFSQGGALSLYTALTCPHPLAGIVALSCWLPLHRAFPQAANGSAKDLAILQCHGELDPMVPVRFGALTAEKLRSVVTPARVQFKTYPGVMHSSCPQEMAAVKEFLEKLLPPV
# PAFAH2 FP inh: inhibitors of human PAFAH2; inhibition, % at 3.39 µM; 0.99% of 340,000 active; recombinant PAFAH2, FP-rhodamine activity probe, fluorescence polarization;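 active = inhibition above the mean over all tested compounds plus 3 SD, cut at about 30% in these data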;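 note: inhibitors block probe labeling of enzyme so polarization drops; 0% = enzyme with DMSO and 100% = wells lacking PAFAH2 protein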
# EBNA-1 inh: blocks EBNA-1 binding to DNA | EBNA-1 DNA binding, fluorescence polarization | inhibition, % at 14.8 µM | 0.34% of 300,000 active | AID 1950; in the data active = inhibition above about 28%
# GSTO1 inh: GSTO1 inhibition, counter-screen for RBBP9 inhibitors; P78417; AID 1974; recombinant GSTO1, activity-based probe fluorescence polarization; inhibition, % at 5.96 µM; 1.1% of 300,000 active;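 active = inhibition above the campaign mean inhibition plus 3 SD, cut at about 35% in these data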;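 note: 0% = GSTO1-1 with DMSO and 100% = wells lacking GSTO1-1 enzyme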
# LYPLA1 counter: blocks human lysophospholipase 1, a PME1 counter-screen | O75608 | recombinant LYPLA1, FP-Rh probe fluorescence polarization | inhibition, % at 5.9 µM | 0.16% of 320,000 active | AID 2174;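 active = inhibition above the mean of all tested compounds plus 3 SD, set per campaign, cut at about 14% in these data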;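 note: inhibitors block serine hydrolase probe labeling of LYPLA1 so polarization falls; 0% = enzyme with DMSO and 100% = wells lacking LYPLA1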
# Target sequence (O75608 whole entry, looked up): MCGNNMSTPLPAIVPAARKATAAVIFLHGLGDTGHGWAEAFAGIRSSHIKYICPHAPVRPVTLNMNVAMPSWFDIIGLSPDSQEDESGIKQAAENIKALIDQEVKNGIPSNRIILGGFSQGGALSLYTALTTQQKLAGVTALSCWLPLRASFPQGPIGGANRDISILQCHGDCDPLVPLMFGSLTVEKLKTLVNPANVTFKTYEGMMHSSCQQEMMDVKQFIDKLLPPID
# An asterisk follows results filed as active; . = not tested or not shown. An excerpt (hit frequency here may not be typical).
SMILES,ZTA DNA inh,PAD4 inh,PREPL inh,PAFAH1B3 FP inh,LYPLA2 counter,PAFAH2 FP inh,EBNA-1 inh,GSTO1 inh,LYPLA1 counter
N#CCc1nc(CSc2nc3ccccc3o2)cs1,-7,-4,9,-2,7,-7,9,-2,-3
Cc1ccc(Nc2nc(N)nc(CN3CCN(C)CC3)n2)cc1,-8,-3,23,-1,7,8,-3,1,1
COc1ccc(NC(=O)Nc2cc(C)ccc2OC(F)F)c(OC)c1,8,1,5,-1,-1,8,2,-3,-6
Cc1ccc(-c2c(C(=O)O)c(C(=O)O)c3n2CCC3)cc1,-1,2,-1,5,-2,-2,0,6,2
O=C(CN(c1cccc([N+](=O)[O-])c1)S(=O)(=O)c1ccccc1)N1CCCCC1,-20,2,0,12,-4,8,-4,6,-2
Cn1c(Cc2cccs2)nnc1SCC(=O)Nc1ccc(C(N)=O)cc1,-8,1,0,-11,-6,-9,-12,7,-2
CC(Sc1nnc(-c2ccncc2)n1-c1ccc(F)cc1)C(=O)NC1CC1 (stereo not drawn),-4,-3,3,-2,0,-3,.,.,1
O=C(CSc1nnc2ccccn12)Nc1ccc2c(c1)OCO2,-9,0,0,3,-1,4,6,3,1
NC(=O)c1nsc(C(=O)N(c2cccc(F)c2)C(C(=O)NC2CCCC2)c2ccco2)c1N (stereo not drawn),-1,2,-2,-4,-2,7,-14,-3,-4
COc1ccc(C2C(C(C)=O)=C(C)Nc3ncnn32)c(OC)c1OC (stereo not drawn),-24,-11,0,0,-2,-5,-10,-3,2
O=C(c1c(Cl)nc2sccn12)N1CCN(c2cccc(Cl)c2)CC1,0,-2,0,5,-1,1,8,-6,0
Cc1ccc(SC(C)c2nc(-c3cccnc3)no2)cc1 (stereo not drawn),8,1,3,8,4,0,-19,-1,3
COc1ccccc1C1CCN(C(=O)c2ccccc2)CC1,16,-1,-3,3,1,-2,7,-2,-2
CC12CCC(=O)N1C(C(=O)Nc1cc(Cl)ccc1N1CCCC1)CS2 (stereo not drawn),-2,3,14,6,1,1,.,.,-1
COc1ccc(OC)c(NC(=O)Nc2c(O)ccc3ccccc23)c1,-7,-15,17,3,0,20,1,11,-5
Cc1ccc(CNC(C)c2ccccc2)cc1 (stereo not drawn),-13,2,5,-4,4,-9,-3,8,1
COc1ccccc1NC(=O)c1ccc(CSc2ncccn2)cc1,-8,1,-2,.,4,.,-5,11,0
CC1C/C(=N\NC(=O)CCc2ccc(S(=O)(=O)N3CCOCC3)cc2)CC(C)(C)C1 (stereo not drawn),10,-5,2,13,2,26,-17,-3,-3
C=CC[C@H](CC(=O)NCCO)C(=O)NCCOC(=O)[C@@H](CC=C)CC(=O)OC(C)(C)C,.,1,15,7,.,-4,.,.,.
Cn1c(=O)cc(SCC(=O)NCc2ccco2)c2ccccc21,-1,-1,4,1,5,-2,-11,0,-1
O=C(OCC(=O)N1CCN(C(=O)c2ccco2)CC1)c1ccccc1Cc1ccccc1,2,-5,1,3,-5,11,-17,5,1
Cc1ccc2nc(SCC(=O)N3CCC(C)CC3)nc(=O)n2c1,4,4,15,5,-5,4,-2,14,-2
COc1ccccc1N1CCN(C(=O)CN(C)S(=O)(=O)c2cc(C)ccc2OC)CC1,11,-3,-4,3,-5,-6,2,5,-1
Cc1nc2cc(NC(=O)N3CCN(c4ccccn4)CC3)ccc2o1,1,-8,-5,6,4,-3,-5,0,1
CC(NC(=O)C1CCC1)c1ccc2c(c1)OCO2 (stereo not drawn),-9,0,-3,-1,6,4,12,3,4
CCCCc1cc(=O)oc2c3c(cc(OCC(=O)N4CCC[C@H]4C(=O)O)c12)OC(C)(C)CC3,7,-4,1,14,4,36*,-4,-17,4
NC(=O)c1c(NC(=O)C(=O)N2CCOCC2)sc2c1CCCC2,4,1,3,8,-1,3,6,-3,2
Cc1ccc(C(=O)NCCC(=O)N2CCOCC2)cc1,-6,-3,-4,1,-4,2,-3,-3,-1
Cc1ccc(C)c(NC(=S)NCCc2c[nH]c3ccccc23)c1,-3,-3,10,0,3,7,-1,-3,2
Cn1nc(CC(=O)NCc2ccc(C(F)(F)F)cc2)c2ccccc2c1=O,-18,-1,3,6,12,-7,0,-10,5
O=C(CSCc1nc2ccccc2[nH]1)Nc1ccc2ccccc2c1,7,-2,-34,1,-4,-3,12,5,-4
CC(=O)c1c(C)[nH]c(C(=O)OCc2ccc(F)cc2Cl)c1C,12,-3,-5,-2,5,-2,12,2,-3
COc1cc(-c2nnc(Cn3cc(C(F)(F)F)ccc3=O)o2)cc(OC)c1OC,5,-4,-2,3,-4,-1,22,3,1
CCOc1ccc(-n2ccnc(SCC(=O)NCc3cccc(OC)c3)c2=O)cc1,-15,2,14,5,3,1,-8,5,2
O=C(CN1CCN(Cc2ccccc2)CC1)N/N=C/c1cccs1,-22,5,1,0,-5,-5,-8,2,-3
Cc1cccc(N(C(=O)c2snc(C(N)=O)c2N)C(C)C(=O)NCC2CCCO2)c1 (stereo not drawn),4,1,-11,9,-2,-1,13,-1,1
CCOC(=O)C(C)(C)n1nnc(-c2ccc([N+](=O)[O-])cc2)n1,-36,3,13,3,12,0,-8,-1,3
Cc1cccn2c(=O)c3cc(C(=O)NCC(C)C)sc3nc12,4,1,2,5,2,7,0,-3,-2
Cc1cc(C)c(S(=O)(=O)Nc2ccc(C(=O)O)cc2)cc1S(=O)(=O)Nc1ccc(C(=O)O)cc1,-3,2,-4,3,2,5,-3,6,2
Cc1ccc2c(c1)C(c1ccccc1)N(C(=O)CC(C)C)CC(=O)N2 (stereo not drawn),-6,-8,17,14,-2,-3,-15,3,-2
COc1ccc(N2CCN(C(=O)COC(=O)c3cccc(S(=O)(=O)Nc4cccc(C)c4)c3)CC2)cc1,-4,-4,19,2,13,3,-14,-3,4
CCOc1cc(NC(=S)Nc2cccc(OC)c2)c(OCC)cc1NC(=O)C1CC1,-7,3,1,0,-3,5,14,1,1
NS(=O)(=O)c1ccc(Cc2ncc(C(F)(F)F)cc2Cl)s1,9,0,-3,3,-2,-1,-2,1,-1
O=C(NCCCCc1ccccc1)c1ccccc1,3,-2,10,-5,-3,4,-12,-5,4
O=C1c2cccc3cc([N+](=O)[O-])cc(c23)C(=O)N1c1ccccc1O,7,-4,9,4,-2,-1,4,2,2

# Profiles from above. Screens in order: ZTA DNA inh	PAD4 inh	PREPL inh	PAFAH1B3 FP inh	LYPLA2 counter	PAFAH2 FP inh	EBNA-1 inh	GSTO1 inh	LYPLA1 counter
# CCOC(=O)C(C)(C)n1nnc(-c2ccc([N+](=O)[O-])cc2)n1 across the screens: -36	3	13	3	12	0	-8	-1	3
# CC(=O)c1c(C)[nH]c(C(=O)OCc2ccc(F)cc2Cl)c1C across the screens: 12	-3	-5	-2	5	-2	12	2	-3
# Cc1cccc(N(C(=O)c2snc(C(N)=O)c2N)C(C)C(=O)NCC2CCCO2)c1 (stereo not drawn) across the screens: 4	1	-11	9	-2	-1	13	-1	1
# CCOc1cc(NC(=S)Nc2cccc(OC)c2)c(OCC)cc1NC(=O)C1CC1 across the screens: -7	3	1	0	-3	5	14	1	1

# (further entries)
SMILES,ZTA DNA inh,PAD4 inh,PREPL inh,PAFAH1B3 FP inh,LYPLA2 counter,PAFAH2 FP inh,EBNA-1 inh,GSTO1 inh,LYPLA1 counter
COc1ccc(-c2nn(-c3ccccc3)cc2/C=N/Nc2ccc(Cl)c(C(=O)O)c2)cc1OC,-1,-6,15,10,-3,14,0,-10,2
c1ccc2c(c1)sc1nnnn12,14,3,0,8,4,5,2,0,1
CC(C)C(=O)NC(NC(=O)C(C)C)c1ccc([N+](=O)[O-])cc1,6,-5,2,9,-1,2,2,-7,-2
Cc1ccc(NC(=O)C2CCCCC2)c(O)c1,13,-2,-1,.,5,.,-6,-6,-1
OCCC1CN(Cc2cccnc2)CCN1CCc1ccccc1 (stereo not drawn),-11,-2,-10,5,6,3,-3,3,3
Cc1ccccc1NC(=S)N(CCCN1CCC(C)CC1)Cc1ccco1,-2,-4,0,4,-3,-3,2,4,-1
COc1ccc(CN2C(=O)C(CC(C)C)Nc3ncnc(N4CCN(c5ccccn5)CC4)c32)cc1 (stereo not drawn),2,1,-27,3,9,0,-1,0,0
Cc1ccc(NC(=O)c2cccs2)cc1S(=O)(=O)N(C)C,-16,-4,1,4,4,-1,4,3,-4
C=CCN(C(=O)CNC(=O)c1ccco1)C(C(=O)NC1CCCCC1)c1ccccc1 (stereo not drawn),-6,5,13,3,-2,6,18,3,2
COc1cccc(SCc2noc(C(=O)NC(C)C)c2C(=O)O)c1,-9,3,0,8,0,5,3,-4,0
NS(=O)(=O)c1ccc(NC(=S)NC(=O)C2CCCC2)cc1,-3,4,4,9,2,4,10,1,-1
Cc1cc(C)c(NC(=O)COC(=O)c2nc3nccc(C)n3n2)c(Cl)c1,17,-1,0,-1,2,-3,.,.,-1
CC(C1CCN(Cc2cn(C)nc2-c2cccc(Cl)c2)CC1)N1CCOCC1 (stereo not drawn),-3,3,20,2,2,4,5,2,-1
Nc1nc(CSc2ccc(Cl)cc2)nc(N2CCCCC2)n1,12,-6,4,6,0,-2,-1,-10,-2
CC(C)(O)/C=C1/Oc2ccccc2C1N1CCCCC1 (stereo not drawn),3,0,-7,0,10,6,9,7,3
COc1ccccc1NC(=O)Nc1ccccc1Br,15,-15,6,-6,9,6,13,-2,3
O=C1C(c2ccccc2)C(c2ccccc2)NC(c2ccccc2)C1c1ccccc1 (stereo not drawn),10,2,-6,3,-3,-1,6,0,-6
COc1ccc(C2C(C(=O)Nc3ccc(OC)c(OC)c3)c3ccccc3C(=O)N2C)cc1 (stereo not drawn),5,1,-7,-5,-6,-5,-6,3,-2
Cc1ccc(NNS(=O)(=O)c2ccc(C)cc2)cc1,6,0,4,-1,-3,1,10,11,1
C/C(=N\NC(=O)C1CC1)c1ccc(OC(F)F)cc1OC(F)F,-3,1,13,-4,2,-9,-19,1,-3
Cc1ccc(OCCCCN2CCCCC2)c(C)c1,-6,0,14,1,3,-1,12,4,1
C/C(N)=C(/C#N)C(=O)COC(=O)CCSc1ccccc1Cl,-3,-5,-2,5,14,0,-16,0,-1
O=C(c1ccccc1)N1CCN(Cc2ccccc2C(F)(F)F)CC1,-13,1,4,-6,9,17,10,5,3
CC(=O)c1cccc(NC(=O)c2ccccc2N(Cc2ccccc2)S(C)(=O)=O)c1,-5,-2,7,2,4,0,10,-6,2
N#Cc1c2c(c(NCc3cccnc3)n3c1nc1ccccc13)CCC2,2,-2,-4,3,0,9,77*,4,1
CCCCn1c(SCC(=O)N2CCCC2)nnc1-c1ccccc1,0,-4,7,-1,3,3,7,-3,-1
CC(C)CCOc1ccc(NC(=O)C2OC3OC(C)(C)OC3C3OC(C)(C)OC23)cc1 (stereo not drawn),6,2,3,3,-4,-1,7,0,0
CCn1c(C(=O)NCCCc2ccccc2)cc2sccc21,1,-3,14,9,3,-9,8,-5,-4
COc1ccccc1CCC(=O)OCC(=O)Nc1ccc(S(N)(=O)=O)cc1,-3,2,4,7,-1,-1,-2,0,0
Cc1ccc(S(=O)(=O)N(C)C)cc1NC(=O)COC(=O)C1CCCC1,-4,2,16,7,1,17,0,7,1
CCC(C)NC(=O)c1cc(CC(C)C)on1 (stereo not drawn),11,3,-2,0,-9,0,-10,1,-1
O=C(Nc1ccc2c(c1)OCO2)Nc1ccc(Br)cn1,8,-9,12,-2,-6,-4,-15,-2,-2
CC(=O)Nc1ccc(NC(=O)c2cc(-c3ccc(C)c(C)c3O)n[nH]2)cc1,0,-11,21,15,-65,-7,-9,-27,-48
O=C(NCCS(=O)(=O)N1CCN(c2ccccc2)CC1)C1CC1,6,-3,-12,-1,-6,-1,-4,9,-1
CC(=O)Nc1ccc(N2C(=O)c3ccc(S(=O)(=O)c4ccc(C(=O)O)cc4)cc3C2=O)cc1,3,-1,7,6,5,7,6,1,-5

# Bioassay records as filed in PubChem BioAssay.
